# C2C12 statin: protects C2C12 myotubes from simvastatin toxicity; 0.78% of 330,000 active; ATP luminescence, 48 h; scaled: DMSO 0, geranylgeraniol control 100; rescue of ATP level, % at 7.49 µM; AID 602340;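 active = mean ATP rescue above about 67%, or every replicate alone reaching that limit, limit read from the data, passing the limit was not always enough; inconclusive = no clear call, values can overlap the other calls; inactive = mean under the limit and some replicate under it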;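 note: myotubes were challenged with 10 µM simvastatin during compound exposure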
# E-selectin induc: induces E-selectin expression in human endothelial cells | P16581 | 0.37% of 260,000 active | HUVEC E-selectin immunofluorescence imaging; normalized: neutral wells 0, TNF-alpha wells 100 | AID 686992 | activation, % at 7.58 µM;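 active = mean E-selectin-positive cell signal at least 10% of the positive control, reached in at least 60% of replicates, without over 20% cell loss; inconclusive = no rule given, readout overlaps actives, possibly toxicity-flagged; inactive = the rest, including those meeting only one limit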;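 note: in these data hits start at about 27%; measured in HUVEC primary endothelial cells; signal is the percent of cells scored E-selectin positive by PE staining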
# Target sequence (P16581 whole entry, looked up): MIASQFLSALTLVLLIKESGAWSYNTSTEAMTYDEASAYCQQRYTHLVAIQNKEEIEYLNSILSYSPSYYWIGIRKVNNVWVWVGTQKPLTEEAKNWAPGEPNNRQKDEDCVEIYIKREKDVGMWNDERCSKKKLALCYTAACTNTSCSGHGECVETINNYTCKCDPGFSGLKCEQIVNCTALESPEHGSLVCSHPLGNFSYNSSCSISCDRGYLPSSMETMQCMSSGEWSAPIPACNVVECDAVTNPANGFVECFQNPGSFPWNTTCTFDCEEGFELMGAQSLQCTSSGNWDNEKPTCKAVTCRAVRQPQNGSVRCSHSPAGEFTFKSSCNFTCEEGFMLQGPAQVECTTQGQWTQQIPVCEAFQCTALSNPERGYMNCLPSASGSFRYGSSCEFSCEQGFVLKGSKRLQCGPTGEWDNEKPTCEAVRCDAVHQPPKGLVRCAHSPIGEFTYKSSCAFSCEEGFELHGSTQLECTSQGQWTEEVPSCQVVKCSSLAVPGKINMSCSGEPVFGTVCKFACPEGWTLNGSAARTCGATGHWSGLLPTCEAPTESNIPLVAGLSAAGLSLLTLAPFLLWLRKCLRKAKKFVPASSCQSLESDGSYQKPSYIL
#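 Assay system: HUVEC, human umbilical vein endothelial cells / Amount: 3,000 HUVEC/well / Controls: TNF-alpha positive control, DMSO neutral control / Compound dosing: single concentration / Medium: EGM-2 over gelatin coat / Evaluation: percent E-selectin-positive cells / Signal: immunofluorescence imaging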
# DENV2 CPE: DENV2-induced cell death inhibition; CPE inhibition, % at 9.99 µM; 1.7% of 350,000 active; DENV2-infected cells, cytopathic effect rescue, plate reader; in the data active = CPE inhibition above about 20%, passing the limit was not always enough; inconclusive = no clear call, values can overlap the other calls; tested in BHK-21 cells;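 note: 0% = median of neutral control wells and 100% = median of positive control wells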
# PglD inh: PglD (C. jejuni) enzyme inhibition | purified PglD enzyme, DTNB colorimetric CoA detection | inhibition, % at 12.5 µM | 0.098% of 360,000 active | AID 602405; in the data active = inhibition above about 16%, passing the limit was not always enough; inconclusive = no clear call, values can overlap the other calls; note: strong numbers were not always called active
# S100A4 inh HTS: S100A4-myosin IIA interaction inhibition; S100A4/TAMRA-MyoIIA peptide fluorescence polarization; inhibition, % at 10.7 µM; 0.14% of 360,000 active;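 active = mean inhibition of at least 70% across replicates, with every replicate also reaching that level; inconclusive = mean inhibition reaches 70% but some replicates fall short; inactive = mean inhibition below 70%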
# Target sequence (P26447 whole entry, looked up): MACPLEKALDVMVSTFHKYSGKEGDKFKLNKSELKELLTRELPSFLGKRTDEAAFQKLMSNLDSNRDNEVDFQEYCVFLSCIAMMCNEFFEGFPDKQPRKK
#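 assay system = human S100A4 monomer with TAMRA-labelled myosin IIA peptide | also added = labelled myosin peptide probe, 5 nM | incubation = 5 min between mix addition and reading | control set = DMSO and TFP controls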
# SIRT5 block: inhibitors of human sirtuin-5 desuccinylase; Purified SirT5, succinyl-peptide AMC, trypsin-coupled fluorescence; Q9NXA8; inhibition, % at 15 µM; AID 652115; 1.1% of 330,000 active; in the data active = inhibition above about 15%; inconclusive = no clear call, values can overlap the other calls
# Target sequence (Q9NXA8 whole entry, looked up): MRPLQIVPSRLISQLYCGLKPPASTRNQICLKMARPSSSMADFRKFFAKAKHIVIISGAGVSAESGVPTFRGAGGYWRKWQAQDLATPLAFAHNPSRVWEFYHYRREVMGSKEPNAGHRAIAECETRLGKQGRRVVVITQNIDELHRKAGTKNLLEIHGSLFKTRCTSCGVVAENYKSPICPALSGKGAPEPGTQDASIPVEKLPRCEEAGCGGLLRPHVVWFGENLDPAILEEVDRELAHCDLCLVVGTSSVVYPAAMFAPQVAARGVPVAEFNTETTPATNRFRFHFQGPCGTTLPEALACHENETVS
# ERp5 block: blocks human ERp5 reductase activity on insulin; Q15084; ERp5 insulin aggregation, absorbance 650 nm, 90 min; inhibition, % at 9.99 µM; AID 651711; 0.05% of 350,000 active;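 active = mean replicate inhibition above about 25%, with every replicate also reaching it, limit read from the data, passing the limit was not always enough; inconclusive = only one of those two criteria met; inactive = neither criterion met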
# The depositor's hits bear a star; ? = inconclusive; / = not tested or not shown; & = joins results of further samples. A portion of the library; rates above refer to the full screens.
SMILES,C2C12 statin,E-selectin induc,DENV2 CPE,PglD inh,S100A4 inh HTS,SIRT5 block,ERp5 block
C[N+]1(CC#CC(O)(c2ccccc2)c2ccccc2)CCCC1,/,0.5,-3,/,1,-9,2
C[C@@H]1CN([C@@H](C)CO)C(=O)c2ccccc2-c2ccccc2CO[C@@H]1CN(C)C(=O)Nc1ccc(-c2ccccc2)cc1,/,0.1,4,/,-10,3,-3
O=C(COC(=O)c1ccccn1)Nc1ccc2c(c1)OCCO2,0,-0.4,-2,5,-3,-5,-8
O=C(CN1CCOCC1)N1CC[C@@H]2[C@H]1c1cc(-c3ccccc3)ccc1N[C@@H]2CO,-4,?,-14,-1,36,-29,2
COC(=O)c1ccc(NC(=O)CCS(=O)(=O)c2ccc3c(c2)NC(=O)C(C)S3)cc1 (centres undefined),3,/,0,-1,2,-3,4
CC1(c2nnc(Cc3ccccc3)o2)CC(c2c(Cl)cccc2Cl)=NO1 (centres undefined),4,0.0,-1,0,0,-2,-3
CCCCCC(=O)N1C[C@@H](O)[C@H](n2cc(C3CC3)nn2)C[C@@H]1c1ccccc1,-3,0.6,-7,/,3,/,-7
N/C(=N\OC(=O)c1ccccc1F)c1cccc([N+](=O)[O-])c1,1,0.4,12,-5,5,-2,3
CCOC(=O)C1=CN(Cc2cccc(Br)c2)S(=O)(=O)N(C)C1C (centres undefined),-1,-1.0,37*,-1,-2,42*,-2
COc1cccc(S(=O)(=O)N(C)C[C@@H]2Oc3ncccc3C(=O)N([C@H](C)CO)C[C@@H]2C)c1,-5,-0.4,2,14,10,0,-9
Fc1cnc(Cl)nc1N1CCN(c2ccccc2)CC1,/,9.5,8,/,3,-2,4
CC(C)NC(=O)N(C)C[C@H]1Oc2ccc(NS(=O)(=O)c3cn(C)cn3)cc2C(=O)N([C@H](C)CO)C[C@H]1C,/,0.0,0,-4,12,-5,6
C[C@@H]1CCCCO[C@@H](CN(C)Cc2ccc3c(c2)OCO3)[C@@H](C)CN([C@H](C)CO)C(=O)c2cc(N(C)C)ccc2O1,-5&-17,0.0&-0.2,?,-1&-4&11,-2&8&25,-4&1&-6,4&4&14
C[C@@H]1CN([C@@H](C)CO)C(=O)c2cc(NS(C)(=O)=O)ccc2O[C@@H](C)CCCCO[C@H]1CN(C)C(=O)CCCN(C)C,1,-0.2,9,0,1,1,3
O=C(Nc1cccc(NC(=O)c2ccc(Br)o2)c1)c1ccccc1,6,/,-2,5,-5,0,2

# Two entries from above, set out differently:
smiles	C2C12 statin	E-selectin induc	DENV2 CPE	PglD inh	S100A4 inh HTS	SIRT5 block	ERp5 block
C[N+]1(CC#CC(O)(c2ccccc2)c2ccccc2)CCCC1	/	0.5	-3	/	1	-9	2
C[C@@H]1CN([C@@H](C)CO)C(=O)c2ccccc2-c2ccccc2CO[C@@H]1CN(C)C(=O)Nc1ccc(-c2ccccc2)cc1	/	0.1	4	/	-10	3	-3

# Further results:
SMILES,C2C12 statin,E-selectin induc,DENV2 CPE,PglD inh,S100A4 inh HTS,SIRT5 block,ERp5 block
C[C@@H]1CN([C@@H](C)CO)C(=O)c2cccc(NC(=O)Nc3ccc4c(c3)OCO4)c2O[C@@H]1CN(C)Cc1ccncc1,3,13,-1,2,-4,0,1
Cc1cc(C)c2c(n1)SCC(=O)N2CC(=O)Nc1cc(F)ccc1F,17,/,-2,-2,-2,1,0
COc1ccc(C#Cc2ccc3c(c2)[C@@H]2[C@@H](CCN2C(=O)c2ccccc2F)[C@H](CO)N3)cc1,12,1.1,/,2,/,/,/
O=C(Cn1c(=O)n(CCC(=O)N2CCCCC2)c(=O)c2sccc21)NCc1ccccc1,-1,-0.1,0,-5,-2,1,1
COc1ccc(CCNC(=O)CSc2ccc(-c3ccco3)nn2)cc1,/,0.3,-5,/,-22,-3,-2
CO[C@H]1CN(C)C(=O)c2ccc(NC(C)=O)cc2OC[C@H](C)N(C(=O)c2ccccn2)C[C@H]1C,-7,-0.1,17,3,6,7,-2
O=C1CSC(c2ccccc2)N1c1nc(-c2ccc(Cl)cc2Cl)cs1 (centres undefined),/,/,/,/,4,-7,9
Cc1coc2cc3oc(=O)c(CCC(=O)NCC(=O)O)c(C)c3cc12,-1,-0.3,0,2,0,-3,0
CCC(=O)N[C@@H]1C=C[C@@H](CC(=O)NCc2ccccc2OC)O[C@H]1CO,6,-0.5,-6,6,2,6,-3
CCN(C(=O)CCc1cn(CC)c2ccccc12)c1ccc(Oc2cccnc2)cc1,/,-0.2,-4,/,-20,0,3
O=c1c2ccccc2nc2ccccn12,/,-1.7,0,/,-2,/,3
CCOC(=O)C1=C(C)N=c2sc(=Cc3cc(Cl)c(OCC(=O)O)c(Cl)c3)c(=O)n2C1c1cccc(OC)c1 (centres undefined),6,/,-7,-3,-7,5,0
CN(Cc1ccccc1F)C(=O)c1sccc1-c1ccccc1,/,-0.2,-5,3,-6,-1,-1
Cc1ccc(S(=O)(=O)N[C@H]2CC[C@@H](CCNC(=O)C3CCC3)O[C@@H]2CO)cc1,5,-0.1,-5,-4,-16,1,12
CCOc1ccc(-c2c(C)sc3nc[nH]c(=O)c23)cc1,-12,/,-3,-1,-4,0,4
COCCCNc1nc(N)c([N+](=O)[O-])c(NCC2CCCO2)n1 (centres undefined),/,/,0,/,0,1,0
CC(C)c1ccc(NC(=O)c2csnn2)cc1,11,/,2,-1,5,3,0
COCCN1C=C2C(=O)C(C)(OC(=O)CCc3ccccc3)C(=O)C=C2C=C1c1ccc(C#N)cc1 (centres undefined),-8,/,-14,-1,7,/,-2
CC(C)(C)CNc1cc(N2CCCC2)ccc1[N+](=O)[O-],/,/,2,-3,-7,1,-2
Cc1c(C(=O)Nc2ccccc2)sc2ncn(CC(=O)N3CCCCC3)c(=O)c12,-2,0.4,0,12,25,-4,0
O=C1C(Cl)=C(NCCCN2CCOCC2)C(=O)c2ccccc21,5,-0.2,3,3,0,/,2
COC(=O)C1=C(C)N(C(C)c2ccccc2)C(=O)/C1=C\c1ccco1 (centres undefined),/,/,6,/,-1,-4,-1
O=S(=O)(/N=C(/Nc1cccc2ccccc12)c1ccccc1)c1ccc(F)cc1,24,/,-6,-1,2,5,3
NNC(=O)CNC(=O)CNS(=O)(=O)c1ccccc1,/,/,0,/,-3,2,6
O=C(C(O)c1ccccc1)N1CCN(S(=O)(=O)c2ccc(OC(F)(F)F)cc2)CC1 (centres undefined),/,-5.5,13,/,4,0,-2
COc1ccc(-c2nc3ccccc3s2)cc1,/,0.4,-10,/,-1,0,-1
CO[C@@H]1CN(C)C(=O)c2cc(NS(=O)(=O)c3cn(C)cn3)ccc2OC[C@H](C)NC[C@H]1C,/,-0.4,?,/,-5,0,0
CCCCC(=O)Nc1ccc(NC(=O)c2cnccn2)cn1,/,/,1,/,1,2,9
Cc1ccc(S(=O)(=O)N[C@H]2CC[C@@H](CC(=O)N3CCN(c4ccccc4)CC3)O[C@@H]2CO)cc1,-3,-1.6,8,-4,4,-2,-3
Cc1ccc(NC(=O)CN(C)CC(=O)Nc2cccc(F)c2)cc1[N+](=O)[O-],/,-0.1,13,/,-2,0,-2
Cc1sc(NC(=S)NC(=O)c2cccs2)nc1-c1ccc(CC(C)C)cc1,/,/,2,/,5,0,4
Cc1ccc(C)c(Cn2nnc3c(=O)[nH]c(C4CCN(S(=O)(=O)c5ccc(S(=O)(=O)NC6CC6)cc5)CC4)nc32)c1,8,/,4,-1,3,-3,0
CC1CCN(C(=O)c2ccccc2NC(=O)c2cccs2)CC1,-1,-0.3,-1,-2,3,-4,-6
O=Cc1ccccc1OCCN1CCCC1=O,20,0.0,9,6,6,-3,-2
CCCNC(=O)N1CCC(n2nccc2NC(=O)CCOc2ccccc2)CC1,/,-1.1,-2,-2,5,0,6
CCCCCCCNC(=O)C1(CC2CC(c3ccc(Cl)cc3)=NO2)CCN(C(=O)C2CCCC2)CC1 (centres undefined),9,-0.2,0,-3,1,-2,-3
CC1(C)Cc2c(cnn2-c2ccccc2)C(NC(=O)c2ccc[n+]([O-])c2)C1 (centres undefined),-15,0.1,-5,-3,0,-2,6
O=C(NCc1ccc(F)cc1)c1cc(S(=O)(=O)N2CCCCC2)ccc1Cl,-6,-0.2,4,4,-9,5,-3
CC(=O)Nc1ccc2c(c1)C(=O)N(C)[C@@H]1CC[C@@H](CC(=O)NCc3ccccc3)O[C@H]1CO2,-13,0.0,?,0,9,-12,0
C[C@@H]1CN([C@H](C)CO)C(=O)c2cccc(NS(=O)(=O)c3ccc(F)cc3)c2O[C@@H]1CN(C)S(=O)(=O)c1ccccc1,-9,-0.1,3,-3,5,4,/
Cc1ccc2c(c1)N(CC(=O)NCCCN1CCOCC1)C(=O)c1cccnc1O2,-5,0.2,-4,1,1,/,2
Cc1ccccc1C=O,6,/,-2,-3,1,/,2
CCOC(=O)N1CCN(c2c(N3CCN(c4ccccc4OC)CC3)c(=O)c2=O)CC1,-9,-1.6,-4,-4,3,1,-1
CC(=O)Oc1ccccc1Cn1c(C)c(C(=O)NCc2ccc(Cl)c(Cl)c2)sc1=O,13,/,-3,1,-1,/,-9
c1cc(-c2ccoc2)n2ccnc2c1,-5,0.0,-3,6,49,/,0

# A second format for 7 compounds above:
Compound | C2C12 statin | E-selectin induc | DENV2 CPE | PglD inh | S100A4 inh HTS | SIRT5 block | ERp5 block
O=Cc1ccccc1OCCN1CCCC1=O | 20 | 0.0 | 9 | 6 | 6 | -3 | -2
Cc1ccc(S(=O)(=O)N[C@H]2CC[C@@H](CC(=O)N3CCN(c4ccccc4)CC3)O[C@@H]2CO)cc1 | -3 | -1.6 | 8 | -4 | 4 | -2 | -3
CCOC(=O)N1CCN(c2c(N3CCN(c4ccccc4OC)CC3)c(=O)c2=O)CC1 | -9 | -1.6 | -4 | -4 | 3 | 1 | -1
CCOC(=O)C1=C(C)N=c2sc(=Cc3cc(Cl)c(OCC(=O)O)c(Cl)c3)c(=O)n2C1c1cccc(OC)c1 (centres undefined) | 6 | / | -7 | -3 | -7 | 5 | 0
C[C@@H]1CN([C@H](C)CO)C(=O)c2cccc(NS(=O)(=O)c3ccc(F)cc3)c2O[C@@H]1CN(C)S(=O)(=O)c1ccccc1 | -9 | -0.1 | 3 | -3 | 5 | 4 | /
COc1cccc(S(=O)(=O)N(C)C[C@@H]2Oc3ncccc3C(=O)N([C@H](C)CO)C[C@@H]2C)c1 | -5 | -0.4 | 2 | 14 | 10 | 0 | -9
Fc1cnc(Cl)nc1N1CCN(c2ccccc2)CC1 | / | 9.5 | 8 | / | 3 | -2 | 4

# (list continues)
SMILES,C2C12 statin,E-selectin induc,DENV2 CPE,PglD inh,S100A4 inh HTS,SIRT5 block,ERp5 block
O=C1CCC(=O)N1N1C(=O)C2C3c4ccccc4C(c4ccccc43)C2C1=O (centres undefined),-2,/,-4,/,1,-2,-6
CC(C)=CC(=O)O[C@@H]1Cc2c(ccc3ccc(=O)oc23)OC1(C)C,1,-0.1,-13,-1,0,/,-2
Cc1ccc(OCC(=O)N2CCc3ccccc3C2)cc1C,11,/,10,-1,-17,1,1
COCCN1C(=O)c2ccc(C(=O)Nc3cccnc3)cc2C1=O,3,-0.1,5,-3,-4,2,3
OCC1OC(n2cnc3c(N4CCCC4)ncnc32)C(O)C1O (centres undefined),-13,/,10,1,2,-3,1
O=S(=O)(NCC1CN(S(=O)(=O)c2ccc3c(c2)OCCO3)C1)c1c(F)cccc1F,16,0.0,-8,-8,6,/,2
Cc1cc(OCC(=O)c2ccc(C(F)(F)F)cc2)n2cnnc2n1,-3,1.1,-5,/,-2,-6,1
